iPSC survival up = enhancers of single-cell hiPSC survival, primary screen, ATPlite luminescence | survival enhancement, % at 20 µM | 100% = ROCK inhibitor wells, 0% = DMSO | 0.044% of 360,000 active; in the data active = survival enhancement above about 18%;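 also: cells exposed to compounds for 16 hours before the ATP read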
PDI turbidity = inhibitors of human PDI, primary screen, biochemical, turbidity, single point, plate reader | Protein disulfide-isomerase (Homo sapiens), P07237 | PDI insulin aggregation turbidity, A650, 90 min | inhibition, % at 10 µM | 0.052% of 350,000 active;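 active = mean inhibition across replicates of 30% or more, whatever share of single replicates reach that level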;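 also: absorbance from insulin aggregation driven by PDI reduction with DTT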
Granule exo inh = LAMP-1 surface exposure blockers, TALL-104 cells – cell-based, flow cytometry, MLPCN library, primary screen; 0.66% of 360,000 active; inhibition, % at 10 µM; TALL-104 LAMP-1 surface exposure; cells stimulated with thapsigargin and PMA;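 active = inhibition above about 55%, limit read from the data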
ABCB6 inh MLPCN = ABCB6 transporter inhibitors, primary screen, K562-ABCB6 cells, flow cytometry, MLPCN library; K562-ABCB6 porphyrin accumulation, 1 h; hits give low values; fluorescence ratio to DMSO, % at 10 µM; 0.19% of 360,000 active; AID 602162, 2011;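 active = fluorescence ratio to DMSO below 75%, the collection mean minus 3 SD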;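 also: signal is porphyrin accumulated inside mitochondria; 100% equals median channel fluorescence of DMSO control wells; lower ratio means ABCB6 inhibition with less porphyrin fluorescence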
Target sequence (Q9NP58 whole entry, looked up): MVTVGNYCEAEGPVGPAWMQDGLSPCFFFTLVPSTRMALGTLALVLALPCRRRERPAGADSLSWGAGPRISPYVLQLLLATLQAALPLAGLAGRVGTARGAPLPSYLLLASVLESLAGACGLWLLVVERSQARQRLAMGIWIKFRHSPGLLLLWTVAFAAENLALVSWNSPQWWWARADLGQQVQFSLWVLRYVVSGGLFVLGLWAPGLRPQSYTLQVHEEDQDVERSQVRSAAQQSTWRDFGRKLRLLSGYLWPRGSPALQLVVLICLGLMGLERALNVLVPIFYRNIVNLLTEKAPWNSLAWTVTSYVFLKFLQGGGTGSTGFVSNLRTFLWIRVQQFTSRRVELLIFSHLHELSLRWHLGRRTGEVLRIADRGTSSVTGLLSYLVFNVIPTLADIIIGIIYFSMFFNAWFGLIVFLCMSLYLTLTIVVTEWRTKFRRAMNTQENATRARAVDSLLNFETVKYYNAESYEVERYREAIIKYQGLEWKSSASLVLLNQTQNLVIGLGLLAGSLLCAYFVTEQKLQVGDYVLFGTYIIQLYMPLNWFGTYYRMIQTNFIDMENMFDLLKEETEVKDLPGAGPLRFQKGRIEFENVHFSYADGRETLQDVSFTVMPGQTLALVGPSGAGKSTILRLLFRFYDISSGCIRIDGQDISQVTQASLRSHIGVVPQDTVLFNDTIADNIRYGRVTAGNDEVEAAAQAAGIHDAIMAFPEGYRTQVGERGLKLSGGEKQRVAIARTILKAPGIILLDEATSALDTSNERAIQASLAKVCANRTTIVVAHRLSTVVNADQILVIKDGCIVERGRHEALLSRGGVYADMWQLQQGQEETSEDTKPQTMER
Cardio protect = cardioprotection against H2O2-induced cell death, primary screen, uHTS, H9c2 cells, ATPLite luminescence | 0.63% of 360,000 active | H9c2 cardiomyocytes, H2O2 injury protection, 2 h | protection from H2O2 cell death, % at 20 µM;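 active = compounds giving at least 50% protection of heart cells from peroxide-induced death in the single-dose screen, raw or plate-pattern-corrected value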;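 also: 0% = DMSO wells with peroxide and 100% = DMSO wells without peroxide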
HTR2A ag = mouse Htr2a agonists via beta-arrestin recruitment, primary screen, cell-based, luminescence; 5-hydroxytryptamine receptor 2A (Mus musculus), P35363; CHO-K1 mHTR2A beta-arrestin complementation; percent of 30 µM serotonin response; activation, % at 7.6 µM; 0.66% of 360,000 active;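 active = activation above a run cutoff, the mean activation of all tested compounds plus 3 SD, cut at about 14% in these data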;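 also: 0% = plate median of compound wells and 100% = 30 µM serotonin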
Glyco luc inh = increase of ERlucT glycosylation luciferase signal, primary screen, N-linked glycosylation inhibitor project, D54 ERlucT cells, luminescence, set 2; D54 ERlucT glycosylation luciferase reporter, 24 h; percent of 100 nM tunicamycin response; reporter increase, % at 12.5 µM; 0.23% of 360,000 active; AID 588692, 2011;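 active = mean luciferase reporter signal, scaled so untreated is 0 and the glycosylation-blocking control 100, at or above a set limit in every replicate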;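 also: luciferase carries N-glycosylation sites so blocking glycosylation raises the light; 0% = median of neutral control wells and 100% = median of 100 nM tunicamycin wells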
Vif inh = HIV Vif self-association inhibitors, primary screen, imaging, HEK293T, single point | AID 602346, 2012 | HEK293T cells, Vif self-association by quenched fluorescence, 24 h | inhibition, % at 7.49 µM | 0.35% of 340,000 active; in the data active = inhibition above about 50%, passing the limit was not always enough; also: some results filed as inactive read as strong as hits
aDG glyco up = activators of alpha-DG glycosylation, primary screen, uHTS, Pro5-aDG cells, AlphaScreen | 0.22% of 360,000 active | activation, % at 10 µM | alpha-DG glycosylation AlphaScreen (IIH6); 0% Pro5, 100% B10-LARGE cell signal;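 active = activation of at least 8% versus controls, or a plate z-score of at least 8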;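 also: Pro5 are CHO cells carrying HIG-tagged alpha-DG that lacks glycosylation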
CaV13 FRET inh = Disruptors of the CACNA1D IQ motif to Ca2+-dependent inactivation inhibitor domain association, primary screening, Förster resonance energy transfer in intact living …; HEK cells, CFP/YFP FRET ICDI-IQ, plate reader, 10 min; percent FRET-ratio fall versus neutral wells; inhibition, % at 12.3 µM; 0.098% of 340,000 active; AID 743397;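 active = mean replicate inhibition of at least 30% and at least 1% of replicates passing that level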;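 also: 0% = median of the neutral control wells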
The depositor's hits bear a star; x = no result given.

Each structure is followed by: iPSC survival up	PDI turbidity	Granule exo inh	ABCB6 inh MLPCN	Cardio protect	HTR2A ag	Glyco luc inh	Vif inh	aDG glyco up	CaV13 FRET inh
COc1ccc(OC)c(-c2cc(C(=O)Nc3ccccc3C(N)=O)c3ccccc3n2)c1
→ -0.5	-3	52	81	34	9	1	-3	-0.3	-20
CSCCC(=O)N1CCC(n2nccc2NC(=O)c2ccc3c(c2)OCO3)CC1
→ -0.3	1	-22	99	0	0	-2	-11	0.0	-3
CCCCCCC(=O)Nc1nc(C)c(-c2csc(Nc3ccccc3OC)n2)s1
→ -0.6	-3	0	100	-15	-3	-1	-4	0.3	2
CSc1nc(C)cc(-n2ccc(=O)[nH]c2=O)n1
→ -1.8	-4	0	99	9	2	3	x	-0.1	-8
COc1cc(S(=O)(=O)N2CCN(C(=O)c3ccccc3)CC2)c(OC)cc1Br
→ 0.7	0	5	101	5	-2	1	-7	-0.4	-6
CC(C)(C)OC(=O)C(Cl)(C(=O)OC(C)(C)C)c1ccc2nnnn2n1
→ -0.8	0	-2	102	6	-3	10	-5	0.0	3
COc1ccc(-c2cc3nc(C)cc(-c4ccc(OC)cc4)n3n2)cc1
→ -0.5	9	14	105	4	-4	1	1	0.6	-20
CCn1cc(C2=NC(C)(C)CO2)c2ccccc21
→ 2.1	0	-3	97	-2	-3	3	-11	0.3	-8
Cc1c(N=Cc2ccc[nH]2)c(=O)n(-c2ccccc2)n1C
→ -0.1	13	4	98	9	4	0	x	-0.2	-6
Nc1nnnn1/N=C/c1ccc(N2CCCCC2)c([N+](=O)[O-])c1
→ -0.2	-3	1	96	-4	-7	0	3	-0.2	-8
O=C(O)CSc1nnc(SCc2cccc3ccccc23)s1
→ 1.4	6	2	96	1	6	1	-7	-0.1	-6
CCOc1cc(N2CCOCC2)c(OCC)cc1NS(=O)(=O)c1ccc(Cl)s1
→ -1.0	1	2	98	-4	2	14	10	0.0	-4
CC(/C=C/c1ccco1)=N/NC(=O)c1ccc(C)nc1
→ -0.1	0	-6	91	-4	9	0	5	0.1	-4
COCCOCC(=O)Nc1ccc(S(=O)(=O)Nc2cc(C)nc(C)n2)cc1
→ -0.6	-1	0	712	2	1	0	4	-0.1	-2
Cc1ccc(S(=O)(=O)N(CC(=O)NCc2ccco2)C2CCCCC2)cc1
→ 1.3	0	16	101	0	1	-2	x	0.6	-7
COc1ccccc1N1CCN(C(=O)Cn2c(=O)[nH]c3ccsc3c2=O)CC1
→ 3.5	0	-2	96	24	0	0	-5	-0.2	x
CCc1nnc(NC(=O)CCN2C(=O)c3ccccc3S2(=O)=O)s1
→ 2.3	3	-1	100	5	3	1	-8	0.0	-5
O=C1c2ccccc2CCC12N=NCC2c1ccc(Br)cc1 (centres undefined)
→ 7.2	-4	-3	100	-8	1	1	0	-0.1	-3
COC(=O)c1ccccc1NC(=O)C(=O)NCC1CCCO1 (centres undefined)
→ -0.9	0	-8	100	0	1	-2	1	-0.1	-9
O=C(NC1CCCCC1)N1CCN(c2ncccn2)CC1
→ -2.6	0	4	95	-1	2	1	-3	0.0	-8
Cn1c(=S)n(/N=C/c2cccs2)c2ccccc21
→ 1.9	1	11	98	0	-3	1	-2	0.0	-5
COc1ccc(N(C(=O)c2csnn2)C(C(=O)NC2CCCC2)c2ccccc2)cc1 (centres undefined)
→ 0.2	2	2	100	8	1	1	10	0.1	-3
C[C@@H]1COc2cccc(N(C)CCO)c2S(=O)(=O)N1
→ -0.1	x	-1	97	x	1	x	x	0.0	-3
O=C(c1cc(COc2ccc(F)cc2F)on1)N1CCN(C(=O)c2ccco2)CC1
→ 0.2	15	-1	98	3	3	1	-3	0.2	-4
c1ccc2c(c1)CNc1ccccc1C2
→ -0.3	-5	-2	91	0	-5	-2	3	0.0	-4
CN(c1ccccc1C(=O)O)S(=O)(=O)c1ccc2c3c(cccc13)C(=O)N2
→ -1.1	1	-1	105	-5	-5	0	-2	0.0	x
Cc1ccc(C)c(NC(=S)NC2CC3CCCC(C2)N3CC(C)C)c1 (centres undefined)
→ -2.2	-2	2	96	2	-4	2	1	0.4	-7
COC(=O)[C@]12CCCCC=C1N(CCC1=CCCCC1)C(=O)[C@H](CC(=O)NCc1cccc3ccccc13)C2
→ -0.3	x	-6	95	x	4	x	x	0.1	-5
Cc1cccn2c(=O)c3cc(C(=O)NC4CCS(=O)(=O)C4)sc3nc12 (centres undefined)
→ -0.7	-5	4	102	-4	0	2	10	0.1	-6
CCC1CCCCN1C(=O)Cn1nc([N+](=O)[O-])c(Cl)c1C (centres undefined)
→ 0.6	-1	2	97	-5	-2	0	7	-0.2	0
CSc1nc(N)nc(-c2cccs2)c1C#N
→ -1.2	9	27	84	4	-1	1	0	0.2	x
COCCNC(=O)c1ccc2c(c1)nc(C)n2-c1cccc(F)c1
→ 0.3	-5	-2	102	-4	0	3	-2	1.2	0
COC(=O)C(Cc1ccccc1)OS(N)(=O)=O (centres undefined)
→ -0.2	-4	2	95	-1	-6	1	4	0.0	-10
Cc1ccc(NC(=O)CSc2nc(=O)n(CCCN(C)C)c3c2CCC3)c(C)c1
→ 0.1	-5	-1	96	0	-1	-2	-4	-0.2	-5
O=C(COC(=O)Cc1c[nH]c2ccccc12)Nc1c(Cl)cccc1C(F)(F)F
→ 0.2	9	-3	98	5	-6	1	-5	-0.1	x
COC(=O)c1ccc(COc2ccc(/C=N/NC(N)=S)cc2)o1
→ -0.6	-2	1	95	0	0	0	7	0.1	-5
CCc1ccc(C(=O)Nc2nnn(CC)n2)cc1
→ -4.5	1	-1	98	-16	2	-18	-7	0.0	-8
COc1ccc(-c2cc(C(=O)O)no2)cc1
→ 0.1	-6	9	99	-7	4	-1	3	-0.3	-1
COc1ccc(C2(c3ccc(OC)cc3)NC(=O)N(CC(=O)Nc3ccccc3C(F)(F)F)C2=O)cc1
→ 0.4	-6	0	98	-4	-7	1	11	0.0	x
CN(C)C(=O)CCc1ccc2c3c([nH]c2c1)[C@]1(CCC2CCCC2)[C@@H](C(=O)N2CCOCC2)C[C@H](CC(=O)NCC24CC5CC(CC(C5)C2)C4)C(=O)N1CC3
→ -0.6	-4	2	101	-1	-1	0	-7	0.2	-4
C=CCn1c(C)c(C(C)=O)cc(NC(=O)c2ccccc2)c1=O
→ -0.7	4	0	100	7	-1	1	16	-0.2	6
COc1ccc(N=Cc2c(C)[nH][nH]c2=O)cc1
→ 1.0	3	17	94	-6	4	-1	-14	0.3	0
CC1CCC(N2CCN(c3ncccn3)CC2)CC1 (centres undefined)
→ -0.6	0	0	100	7	0	1	4	0.1	-4
COC(=O)c1ccsc1NC(=O)CCc1ccccc1
→ 0.1	7	-1	106	2	-1	1	-2	0.0	-2
CCSc1cc(N2CCCC2)nc(-c2ccc(Cl)cc2)n1
→ 3.0	0	-4	103	-8	3	-1	73	-0.2	-5
Cc1ccccc1Cn1c(C)cc(C)c(C#N)c1=O
→ -0.3	-1	0	98	-4	1	1	-10	0.0	-6
CC(=O)NC(Cc1ccc(F)c(F)c1)C(=O)NC1CCN(c2c(Cc3ccccc3)c(C)nc3ncnn23)CC1 (centres undefined)
→ 4.6	1	-3	86	28	5	-1	8	0.0	-7
Cc1csc(SCC(=O)c2ccc(S(=O)(=O)N3CCOCC3)cc2)n1
→ -1.4	8	2	88	2	1	-2	18	-0.1	-4
Cc1ccc(N2C(=O)Nc3ccccc3C2(O)C(=O)N2CCN(c3ccccn3)CC2)cc1C (centres undefined)
→ 1.7	2	-1	102	0	-2	29*	2	-0.1	-3
CCc1cc2ccc(C)cc2nc1SCC(=O)NNC(=O)c1ccco1
→ -3.1	-2	-1	108	-4	7	0	1	0.4	4

Later entries:
Each structure is followed by: iPSC survival up	PDI turbidity	Granule exo inh	ABCB6 inh MLPCN	Cardio protect	HTR2A ag	Glyco luc inh	Vif inh	aDG glyco up	CaV13 FRET inh
Cc1cc(C)n(-c2nnc(SCC(=O)NC3CCCC3)c3ccccc23)n1
→ 2.4	0	-4	92	0	-4	-2	-5	0.2	x
CCc1cc(C(N)=O)c(NC(=O)c2ccc(OC)cc2)s1
→ 0.9	4	2	103	-4	3	4	3	0.0	-3
O=C(c1ccc(Cl)cc1)N1CCCC(C(=O)N2CCN(c3ccccc3)CC2)C1 (centres undefined)
→ 2.0	7	12	101	0	-3	-1	-3	0.1	-5
Cc1cnc(C(=O)Nc2nccs2)cn1
→ 1.6	2	-2	105	10	0	0	0	0.4	-5
CC(C)CN(C(=O)CCNC(=O)c1ccc(Cl)cc1)C1CCS(=O)(=O)C1 (centres undefined)
→ 0.0	-2	0	98	0	-1	0	6	0.2	-19
Cc1ccccc1CSc1nc2c(c(=O)[nH]1)CCC2
→ -1.7	-1	2	98	4	5	0	7	0.5	-8
O=C(N/C(=C\c1cccnc1)C(=O)N1CCCCC1)c1cccc(Br)c1
→ -0.7	0	-3	99	-1	-3	2	9	0.3	-3
CCC(=O)N(c1nnc(SCC(=O)NN2C(=O)NC3(CCC(C)CC3)C2=O)s1)C1CC1 (centres undefined)
→ -0.3	-4	2	94	6	-7	1	-1	-0.1	-6
Cc1ccc(C)c(CSC2=NN3CCCC(=O)N=C3S2)c1
→ -0.3	20	1	96	-6	-1	0	-4	0.7	-6
Cc1ccc([N+](=O)[O-])cc1NC(=O)c1ccc(-c2ccccc2)cc1
→ -1.9	2	-3	94	-12	-6	1	7	-0.5	x
O=C(Nc1nc(-c2ccccc2)ns1)c1ccncc1
→ -0.4	0	0	96	-5	2	3	-3	-0.2	2
CCCCCOC(=O)C1C(c2ccccc2)C(C(=O)O)C1c1ccccc1 (centres undefined)
→ -2.4	2	7	148	6	0	0	2	-0.1	x
COc1cccc(OCCCCN2CC(C)OC(C)C2)c1 (centres undefined)
→ 0.4	2	-1	95	-2	0	0	5	0.4	-5
CC(C)(C)NS(=O)(=O)c1ccc(CCC(=O)N2CCOCC2)cc1
→ 4.8	-4	0	102	-4	1	1	16	-0.1	-4
CCc1ccc(NC(=S)N2CCN(C)CC2)cc1
→ -0.2	-3	2	99	-11	5	-1	0	0.3	-6
C[C@H](CO)N1C[C@H](C)[C@H](CN(C)C(=O)Nc2ccc(C(F)(F)F)cc2)OCc2cnnn2CCCC1=O
→ 0.9	2	3	96	-1	5	0	x	0.2	-6
Cc1cc(S(=O)(=O)Nc2cc(C)c(O)c(C)c2)c(C)s1
→ -0.1	1	-4	95	-1	3	1	-2	-0.3	-8
Cc1ccsc1C(=O)NNC(=O)C1CCCCC1C(=O)O (centres undefined)
→ -3.5	-2	0	90	1	3	1	-3	-0.1	-4
O=C(Oc1ccc(OC(=O)N2CCOCC2)cc1)c1ccccc1
→ 0.1	-7	-6	95	-11	2	1	14	0.4	-5
CCCCC(=O)Nc1ccc2oc(-c3ccncc3)nc2c1
→ -0.4	-6	1	100	-2	5	-1	-3	0.2	-6

Assay outcomes as filed in PubChem.
